m5-HT2A agonist: mouse HTR2A agonism via beta-arrestin recruitment; CHO-K1 mHTR2A beta-arrestin complementation, luminescence; percent of 30 µM serotonin response; activation, % at 7.6 µM; AID 624169; actives 0.66% (n = 360,000); P35363;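 active = activation above a run cutoff, the mean activation of all tested compounds plus 3 SD, cut at about 14% in these data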;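 note: 0% = plate median of compound wells and 100% = 30 µM serotonin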
ABHD5 PLIN5 PPI: blocks binding of human ABHD5 to perilipin-5; Q00G26+Q8WTS1; Split G. princeps luciferase complementation, luminescence, 4 h; inhibition, % at 4 µM; actives 0.78% (n = 360,000);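 active = inhibition above the mean inhibition across every tested compound plus 3 SD, cut at about 22% in these data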;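 note: 0% = DMSO only wells and the 100% control is not disclosed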
Target sequence (Q00G26 whole entry, looked up): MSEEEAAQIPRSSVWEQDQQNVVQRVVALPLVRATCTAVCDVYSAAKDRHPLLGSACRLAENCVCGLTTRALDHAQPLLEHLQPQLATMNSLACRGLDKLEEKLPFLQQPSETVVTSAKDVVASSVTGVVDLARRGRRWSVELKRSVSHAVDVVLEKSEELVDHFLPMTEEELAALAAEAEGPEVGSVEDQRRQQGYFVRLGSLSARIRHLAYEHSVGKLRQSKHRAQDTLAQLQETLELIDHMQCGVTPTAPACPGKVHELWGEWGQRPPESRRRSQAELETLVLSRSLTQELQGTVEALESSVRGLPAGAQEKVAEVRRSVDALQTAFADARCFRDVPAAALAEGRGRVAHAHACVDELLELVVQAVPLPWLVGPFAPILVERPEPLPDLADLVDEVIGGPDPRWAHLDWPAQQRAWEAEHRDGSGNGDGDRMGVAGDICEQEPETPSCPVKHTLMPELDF
Target sequence (Q8WTS1 whole entry, looked up): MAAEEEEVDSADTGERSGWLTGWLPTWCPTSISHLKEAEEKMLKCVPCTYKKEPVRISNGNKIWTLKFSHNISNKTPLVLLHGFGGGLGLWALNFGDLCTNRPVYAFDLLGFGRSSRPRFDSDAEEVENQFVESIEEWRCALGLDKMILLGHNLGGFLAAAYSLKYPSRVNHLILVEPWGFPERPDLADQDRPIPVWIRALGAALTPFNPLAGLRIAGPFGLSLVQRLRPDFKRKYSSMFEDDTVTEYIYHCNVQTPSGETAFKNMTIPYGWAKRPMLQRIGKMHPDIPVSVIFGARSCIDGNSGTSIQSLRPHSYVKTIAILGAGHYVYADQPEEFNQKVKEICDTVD
MC4R antag cAMP: blocks human MC4R cAMP signaling; inhibition, % at 6.5 µM; actives 0.48% (n = 360,000); AID 540295; MC4R-expressing cells, MTII-stimulated cAMP, LANCE TR-FRET;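 active = inhibition above its plate's cutoff, the mean of tested wells on that plate plus 3 SD, cut at about 29% in these data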;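 note: 0% = Melanotan II alone and 100% = Melanotan II plus saturating MCL0020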
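Test system: U2OS cells stably expressing human melanocortin 4 receptor (MC4R); also added: Melanotan II challenge; compound: 6.5 µM single dose; timing: 30-min compound preincubation, 1-h Melanotan II challenge, 1-h detection, room temperature; signal: Eu-cAMP/anti-cAMP TR-FRET, emission 671 nm; repeats: one well per compound, no replicates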
Cardio protect: protects H9c2 cardiomyocytes from peroxide injury | H2O2 injury protection, ATPLite, 2 h | AID 588492 | protection from H2O2 cell death, % at 20 µM | actives 0.63% (n = 360,000);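 active = compounds giving at least 50% protection of heart cells from peroxide-induced death in the single-dose screen, raw or plate-pattern-corrected value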;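 note: 0% = DMSO wells with peroxide and 100% = DMSO wells without peroxide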
CaV13 FRET inh: Disruptors of the CACNA1D IQ motif to Ca2+-dependent inactivation inhibitor domain association, primary screening, Förster resonance energy transfer in intact living …; HEK cells, CFP/YFP FRET ICDI-IQ, plate reader, 10 min; percent FRET-ratio fall versus neutral wells; inhibition, % at 12.3 µM; actives 0.098% (n = 340,000); AID 743397;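 active = mean replicate inhibition of at least 30% and at least 1% of replicates passing that level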;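 note: 0% = median of the neutral control wells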
PDI inh: PDI (human) enzyme inhibition; inhibition, % at 10 µM; PDI insulin aggregation turbidity, A650, 90 min; P07237; actives 0.052% (n = 350,000);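 active = mean inhibition across replicates of 30% or more, whatever share of single replicates reach that level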;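 note: absorbance from insulin aggregation driven by PDI reduction with DTT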
Granule exo inh: blocks lytic granule exocytosis; TALL-104 LAMP-1 surface exposure, flow cytometry; cells stimulated with thapsigargin and PMA; inhibition, % at 10 µM; actives 0.66% (n = 360,000);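 active = inhibition above about 55%, limit read from the data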
MC4R barr agon: agonists of human melanocortin 4 receptor (MC4R) beta-arrestin | actives 0.98% (n = 360,000) | P32245 | activation, % at 8.9 µM | U2OS MC4R beta-arrestin complementation, luminescence; percent of melanotan II response, DMSO zero;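 active = activation above a per-plate cutoff, the mean activation of sample wells on that plate plus 3 SD, cut at about 8% in these data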
N-glyco inh: N-linked glycosylation inhibition; reporter increase, % at 12.5 µM; D54 ERlucT glycosylation luciferase reporter, 24 h; percent of 100 nM tunicamycin response; actives 0.23% (n = 360,000); AID 588692;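 active = mean luciferase reporter signal, scaled so untreated is 0 and the glycosylation-blocking control 100, at or above a set limit in every replicate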;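 note: luciferase carries N-glycosylation sites so blocking glycosylation raises the light; 0% = median of neutral control wells and 100% = median of 100 nM tunicamycin wells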
ABCB6 inh MLPCN: human ABCB6 transporter inhibition | Q9NP58 | K562-ABCB6 porphyrin accumulation, flow cytometry, 1 h; active compounds read low | fluorescence ratio to DMSO, % at 10 µM | actives 0.19% (n = 360,000);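 active = fluorescence ratio to DMSO below 75%, the collection mean minus 3 SD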;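 note: signal is porphyrin accumulated inside mitochondria; 100% equals median channel fluorescence of DMSO control wells; lower ratio means ABCB6 inhibition with less porphyrin fluorescence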
* hit, by the source's call; nt = no result given.

SMILES	m5-HT2A agonist	ABHD5 PLIN5 PPI	MC4R antag cAMP	Cardio protect	CaV13 FRET inh	PDI inh	Granule exo inh	MC4R barr agon	N-glyco inh	ABCB6 inh MLPCN
COc1ccc(OC)c(C2c3[nH]c4ccccc4c3C[C@H]3C(=O)N(C4CC4)CC(=O)N23)c1 (some centres undefined)	2	1	2	3	-14	-5	-4	-0.5	0	95
CCn1cc(C(=O)NCCCOC(C)C)c(=O)c2cc(S(=O)(=O)N3CCOCC3)ccc21	7	-1	4	8	-15	3	-3	-0.2	0	102
Fc1cccc2sc(Nc3nc4cc5c(cc4s3)OCCO5)nc12	2	-1	8	-19	-5	7	1	-1.9	-18	90
CCc1nc2ccc(C(=O)NCC3CCCCC3)cn2c1N(C)Cc1ccc(OC)cc1	-10	-1	0	0	-5	2	23	0.3	-6	96
Cc1ccccc1Cn1c(CN2CCN(C(=O)c3ccco3)CC2)nc2c1c(=O)n(C)c(=O)n2C	12	10	0	10	-7	nt	-2	0.7	3	101
COc1cccc(-c2csc(N3CCN(C(=O)Nc4ccccc4Cl)CC3)n2)c1	1	-9	-2	9	-7	6	0	-0.9	-3	95
CCN(CC)CCOc1cc2c(nn1)Oc1ccccc1N2C	-1	11	-3	1	-7	-2	3	1.7	0	101
COC(=O)C1=C(N)Oc2cc(C)[nH]c(=O)c2C1c1ccncc1 (centres undefined)	1	0	-4	8	0	0	0	-0.6	3	94
COc1cc2c(cc1OC)CN(CCC(C)c1ccc(Cl)cc1)CC2 (centres undefined)	-4	5	3	2	-20	1	65*	3.4	0	94
CCC[C@@H](CN1CCC[C@H]1CN1C(N)=NC[C@@H]1Cc1ccccc1)N1C[C@@H]([C@H](C)CC)N(CCCC2CCCC2)C1=N	-17	32*	39*	-23	nt	6	21	3.1	2	92
Cc1cc([N+](=O)[O-])nn1CCCC(=O)Nc1cc(Oc2ccc(F)cc2)cc([N+](=O)[O-])c1	-1	-1	3	-4	-8	20	-2	-0.1	-1	92
COc1ccc(OC)c(S(=O)(=O)Nc2cc3c4c(c2)CCN4C(=O)CC3)c1	-1	-11	3	8	-1	-11	-4	-0.4	5	103
COc1ccc(C(=O)Nc2nnc(-c3ccco3)s2)cc1	0	3	-15	-12	nt	-1	-3	2.7	-17	97
COc1ccc(C(CNC(=O)c2cccc(S(=O)(=O)N(C)c3ccccc3)c2)N2CCCC2)cc1 (centres undefined)	-11	-7	7	7	-2	7	-1	-1.7	-7	102
CC(C)(C)n1nc(C2CC2)cc1NC(=O)Nc1ccc(Cl)cc1	-4	3	-1	-2	-21	0	4	-1.8	-1	100
O=C(NCc1ccccc1Cl)c1ccncc1	2	6	2	-3	-20	-16	66*	1.2	1	99
Nc1ccc(S(=O)(=O)c2ccccc2)nc1	3	1	8	4	-19	14	-1	-1.7	1	101
O=c1c(NCCc2ccccc2)c(-c2ccccc2)c1=O	-7	0	-1	-6	-4	8	-3	2.9	-1	96
COc1cccc(C(=O)Nc2cc(Cl)c(O)c(Cl)c2)c1	-3	14	3	-4	-6	-10	2	4.5	1	97
CCCCOc1ccc(C(NC(=O)OCC)NC(=O)OCC)cc1	2	-4	29*	4	-5	-2	-2	-1.9	2	105
CN(C)c1ccc(/C=C/C#N)cc1	-6	-21	0	2	-15	8	-1	-1.1	-2	102
COc1ccccc1OCCCC(=O)Nc1nccs1	-4	-7	14	-3	2	-2	0	0.1	4	99
COc1ccccc1CN1CC(C(=O)NCc2cnn(C)c2)CCC1=O (centres undefined)	3	3	0	1	-3	8	2	-3.5	1	91
CCCCOc1ccccc1-c1ccccc1CN1[C@@H](C(C)C)COCCS1(=O)=O	-1	-5	-2	-18	-4	5	4	-1.1	-10	98
CCc1ccc2nc(NC(=O)c3cc(C)on3)sc2c1	-2	-4	-8	-18	-1	-4	3	-2.9	15	104

Next section:
SMILES	m5-HT2A agonist	ABHD5 PLIN5 PPI	MC4R antag cAMP	Cardio protect	CaV13 FRET inh	PDI inh	Granule exo inh	MC4R barr agon	N-glyco inh	ABCB6 inh MLPCN
O=C(O)C[C@@H](O)C(=O)O	6	10	4	-5	-5	-3	0	-1.0	0	105
CC(C)(C)c1cc(CNC2CS(=O)(=O)C[C@@H]2O)cc(C(C)(C)C)c1O (some centres undefined)	-3	3	2	0	-5	0	3	-3.0	-1	88
CCN(C[C@H]1N[C@@](Cc2ccccc2)(C(=O)OC)[C@H]2C(=O)N(C)C(=O)[C@@H]12)S(=O)(=O)c1ccc(C(C)(C)C)cc1	-2	-1	5	-5	-4	-14	-1	-0.2	-3	94
CCOC(=O)c1c(-c2ccccc2)c[nH]c1C	-1	4	-9	0	-6	-9	1	-1.0	0	98
Cc1cccc(NC(=O)Cn2c(=O)oc3cc(S(=O)(=O)N4CCCC4)ccc32)n1	2	-4	13	-2	-10	-3	-3	-1.6	1	92
CCN(CC)S(=O)(=O)c1cccc(C(=O)NCC2(N3CCOCC3)CCCCC2)c1	-11	5	0	-6	-6	3	-4	-2.2	-3	95
COc1cc(/C=N/NC(=O)c2cccc3ccccc23)ccc1OCC(N)=O	4	-1	-4	-3	4	19	-1	-3.1	-2	99
COc1cccc(C(=O)c2ncc(C(F)(F)F)cc2Cl)c1	-1	0	-5	4	-3	-1	-3	-3.0	1	104
CCOCCCNCc1ccc(OCc2ccccc2C)c(OC)c1	-7	4	17	18	-5	0	1	2.3	-2	101
Cc1cccc2cc(C#N)c(SCC(=O)NCc3cccs3)nc12	-1	1	39*	2	-16	2	-1	3.4	0	103
Cc1cccc(-n2c(C)cc(C=C3C(=O)c4ccccc4C3=O)c2C)c1	6	3	-3	-7	nt	-1	23	3.8	-7	96
COc1ccc(NS(=O)(=O)c2cn(C)cn2)cc1OC	1	-8	3	1	-5	-5	-1	-0.9	4	99
O=C(Nc1cccc(Cl)c1)c1cccnn1	-2	-10	7	-3	-3	-6	0	1.2	0	105
CCCNC(=O)C(Cc1ccc(C(F)(F)F)cc1)NC(=O)c1ccc(C#N)cc1 (centres undefined)	1	-3	15	2	-5	-6	4	0.3	2	96
CCc1cccc(NC(=S)N(CCCN2CCOCC2)C(C)c2cc3cccc(OC)c3o2)c1 (centres undefined)	-7	3	13	8	-7	6	0	-1.4	1	98
CC(C)CNC(=O)c1nc(-c2ccccc2)n(-c2ccccc2)n1	-3	-4	-2	4	nt	-7	-2	-2.5	0	96
Cc1cc(C(=O)NN=C(Cc2ccccc2)Cc2ccccc2)c(C)o1	-2	0	0	-7	-3	-5	0	-0.3	1	91
O=C(CSc1nc(N2CCCCC2)nc(N2CCCCC2)n1)N1CCN(c2ccccc2)CC1	0	-6	-2	-20	-2	-7	8	-0.2	-5	100
NC1=NC[C@H](Cc2ccccc2)N1CCc1cccc(F)c1	-6	3	2	-6	-3	-1	-25	-1.1	6	102
COC(=O)C1CSC(C(=O)OC)N1C(=O)Nc1ccc(Cl)cc1 (centres undefined)	-3	6	-4	-1	-2	-2	-4	-0.3	-1	110
CCOC(=O)C1=C2SCCN2C(=O)C(C#N)C1(C)C (centres undefined)	1	2	-2	1	nt	0	-1	1.0	0	90
CCN=c1scc(C)n1/N=C/c1ccc(O)c(O)c1O	0	-35	-9	17	-4	-5	0	0.9	0	102
CCN1C(=O)N[C@@H](c2cccc(C(F)(F)F)c2)[C@H](C(=O)OC)[C@H]1C	3	8	6	0	-2	-5	2	0.2	1	99
CCCCNC(=O)C1(C)CCN1C(=O)c1ccc(C)c(F)c1 (centres undefined)	-6	-3	12	-4	-5	-2	0	4.3	-1	93
Cc1c(Nc2nc3ccccc3nc2NS(=O)(=O)c2ccccc2)c(=O)n(-c2ccccc2)n1C	-3	-1	3	3	-8	11	0	-0.3	1	102

The list continues.
SMILES	m5-HT2A agonist	ABHD5 PLIN5 PPI	MC4R antag cAMP	Cardio protect	CaV13 FRET inh	PDI inh	Granule exo inh	MC4R barr agon	N-glyco inh	ABCB6 inh MLPCN
COc1ccc(C(=O)CSc2n[nH]c(-c3ccncc3)n2)cc1[N+](=O)[O-]	3	7	1	2	-5	17	1	2.1	4	103
O=C(CSCc1c(Cl)cccc1Cl)NN=C1CCCC1	1	4	-5	10	nt	-1	-1	0.4	0	96
CCS(=O)(=O)N1CCCC(C(=O)NC2CCCCC2C)C1 (centres undefined)	7	5	5	8	nt	10	7	0.4	2	97
O=C(Cc1ccccc1)NCc1cccnc1	4	4	19	10	6	3	8	0.0	4	95
Cn1c(NC(=O)c2ccccc2F)cc(=O)n(C)c1=O	0	3	19	-3	-6	1	0	1.5	-3	97
CNc1nnc(-c2ccc(N(C)C)cc2)s1	1	-11	-4	-17	-6	5	-1	-2.4	-19	100
CN1CCc2c(c3c(n2C)CCN(C)C3c2ccc(F)cc2)C1c1ccc(F)cc1 (centres undefined)	2	11	-7	4	-2	-6	-2	-0.7	-2	100
CC1(C)CC(=S)Nc2ccccc2S1	0	-2	-9	-3	-5	-2	-3	-1.8	0	104
CCc1sc(NS(C)(=O)=O)nc1-c1ccccc1	4	3	4	6	-5	-2	3	-0.5	0	98
COC(=O)C1=CN(c2ccc3c(c2)OCO3)C(N)=C(C#N)C1c1cccc(F)c1 (centres undefined)	-3	-8	nt	nt	-9	nt	-1	nt	nt	nt
Cc1cc(C)c(S(=O)(=O)Nc2ccc(O)cc2)cc1C	5	-3	5	-7	nt	12	0	-1.7	-3	94
O=C(Nc1ccccc1)c1ccc(NCCc2ccccc2)c([N+](=O)[O-])c1	2	3	-5	0	-3	0	0	4.0	-2	99
COCC(=O)Nc1ccc2nc3n(c(=O)c2c1)CCCCC3	2	0	-8	7	-5	2	-4	-0.7	1	95
O=C(NCCN1CCCCC1)c1cc(COc2c(F)cccc2F)on1	-6	7	2	2	-2	-16	-1	0.7	-1	91
Cc1ccc(C(=O)N/C(=C\c2cccs2)C(=O)NCCCn2ccnc2)cc1C	2	5	5	9	-7	7	2	-0.6	2	105
CCOC(=O)c1[nH]c(C)c(C(=O)OCC(=O)N(Cc2ccccc2)C(C)C)c1C	20*	-9	-3	19	-5	11	-1	-0.6	0	95
O=C(Nc1ccc(F)cc1)c1sccc1SCc1cccc(C(F)(F)F)c1	-6	-4	6	-18	nt	-1	19	-1.9	-5	99
COC(=O)CSc1nc2c(c(-c3ccc(C)o3)c1C#N)CCCC2	-2	-4	14	0	-4	4	2	4.3	0	93
Cc1ccc(Oc2nnc(-c3cccs3)c3ccccc23)cc1C	-3	-1	11	-2	-5	-1	1	-2.4	-12	86
Cc1ccc(C)c(Oc2coc3cc(OC(=O)c4cccs4)ccc3c2=O)c1	-1	3	-4	-12	nt	-3	-4	0.4	3	95
O=C(O)/C=C/C(=O)NCCCc1ccccc1	6	1	5	1	3	4	-1	-2.3	-1	94

Entries from the list above containing a COOH group (two):
SMILES	m5-HT2A agonist	ABHD5 PLIN5 PPI	MC4R antag cAMP	Cardio protect	CaV13 FRET inh	PDI inh	Granule exo inh	MC4R barr agon	N-glyco inh	ABCB6 inh MLPCN
O=C(O)C[C@@H](O)C(=O)O	6	10	4	-5	-5	-3	0	-1.0	0	105
O=C(O)/C=C/C(=O)NCCCc1ccccc1	6	1	5	1	3	4	-1	-2.3	-1	94
